RAD52 anneal inh: RAD52 DNA annealing inhibitors, primary screen, biochemical, FRET, single point, set 2; inhibition, % at 18.7 µM; DNA repair protein RAD52 homolog (Homo sapiens), P43351; recombinant RAD52 DNA annealing, FRET fluorescence; hit rate 0.46% among 360,000;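 active = every replicate showing at least 50% inhibition; inconclusive = mean inhibition at least 50% but not in every replicate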
Target sequence (P43351 whole entry, looked up): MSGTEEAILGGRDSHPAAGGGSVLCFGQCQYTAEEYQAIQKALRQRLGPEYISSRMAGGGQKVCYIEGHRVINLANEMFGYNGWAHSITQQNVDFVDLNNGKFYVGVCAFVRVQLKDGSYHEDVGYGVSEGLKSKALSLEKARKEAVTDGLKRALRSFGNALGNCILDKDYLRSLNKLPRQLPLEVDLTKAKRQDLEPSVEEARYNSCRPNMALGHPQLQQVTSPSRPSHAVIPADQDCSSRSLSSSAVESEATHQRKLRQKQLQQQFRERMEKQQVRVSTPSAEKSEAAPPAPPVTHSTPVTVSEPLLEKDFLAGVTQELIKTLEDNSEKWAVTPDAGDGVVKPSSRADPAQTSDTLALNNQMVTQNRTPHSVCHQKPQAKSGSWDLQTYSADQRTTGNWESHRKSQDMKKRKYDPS
E-selectin induc: E-selectin induction in HUVECs, primary screen, imaging, HUVEC, immunofluorescence imaging, single point | normalized: neutral wells 0, TNF-alpha wells 100 | activation, % at 7.58 µM | hit rate 0.37% among 260,000;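 active = mean E-selectin-positive cell signal at least 10% of the positive control, reached in at least 60% of replicates, without over 20% cell loss; inconclusive = no rule given, readout overlaps actives, possibly toxicity-flagged; inactive = the rest, including those meeting only one limit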;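 note: in these data hits start at about 27%; measured in HUVEC primary endothelial cells; signal is the percent of cells scored E-selectin positive by PE staining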
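System: HUVEC / Compound: single concentration / Signal: immunofluorescence imaging / Read-out: percent E-selectin-positive cells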
DENV2 CPE: inhibitors of DENV2 cytopathic effect, primary screen, cell-based, plate reader, single concentration; DENV2-infected cells, cytopathic effect rescue; CPE inhibition, % at 9.99 µM; hit rate 1.7% among 350,000; in the data active = CPE inhibition above about 20%, passing the limit was not always enough; inconclusive = no clear call, values can overlap the other calls; tested in BHK-21 cells;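 note: 0% = median of neutral control wells and 100% = median of positive control wells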
Xi reactivation: activators of inactive X chromosome reactivation, primary screen, imaging, XiGFP fibroblasts, GFP high-content imaging, set 2. XiGFP mouse fibroblasts, % GFP-positive cells imaging, 3 d; cells co-treated with 5-aza-dC sensitizer; scaled so ellipticine positive control = 100%. AID 743238, 2013. activation, % at 7.58 µM. hit rate 0.055% among 360,000;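 active = mean normalized replicate activation at least 10% and every replicate at or above 10%; inconclusive = only one of the two criteria met; inactive = mean below 10% and not all replicates reach 10%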;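 note: 0% = median of on-plate neutral control wells and 100% = ellipticine 6 µM median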
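Material: XiGFP fibroblasts, SV40-immortalized; Buffer or medium: DMEM containing 5-aza-dC; Compound dosing: single point; Times: 3 days compound exposure.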
INS-1E GSIS act: GLuc luminescence reporter in INS-1E cells, primary screen for activators of glucose-dependent secretion of insulin | INS-1E GLuc reporter insulin secretion, 2-3 h | hit rate 0.61% among 370,000 | activation, % at 16.6 µM;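 active = lowest replicate activation of at least 40%, so every replicate reaches that level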;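 note: 0% = median of neutral control wells and 100% = median of IBMX positive control wells; some compounds called inactive have numbers as strong as hits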
CASP6 VEID inh: human caspase-6 inhibitors, primary screen, biochemical, VEID-R110 fluorescence, single point, set 2 | P55212 | purified caspase-6, Z-VEID-R110 cleavage fluorescence | inhibition, % at 12.5 µM | hit rate 0.53% among 350,000 | AID 686996, 2013;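 active = mean inhibition across replicates at least about 35%, with every replicate also reaching that limit, limit read from the data; inconclusive = only one of the two criteria met; inactive = neither criterion met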;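 note: 0% = median of neutral control wells and 100% = no fluorescence left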
Target sequence (P55212 24-179 limits assumed): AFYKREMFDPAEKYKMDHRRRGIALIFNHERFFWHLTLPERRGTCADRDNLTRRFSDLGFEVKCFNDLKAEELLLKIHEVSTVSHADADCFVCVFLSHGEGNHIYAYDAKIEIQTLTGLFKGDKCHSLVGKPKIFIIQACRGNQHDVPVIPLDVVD
Target sequence (P55212 194-293 limits assumed): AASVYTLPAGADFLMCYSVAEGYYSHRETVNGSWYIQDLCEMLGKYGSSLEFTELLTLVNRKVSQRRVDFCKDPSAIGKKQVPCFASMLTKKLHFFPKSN
RAD54 branch: inhibitors of human RAD54 branch migration, primary screen, biochemical, fluorescence, single point. RAD54 Holliday junction branch migration, FAM/BHQ fluorescence. DNA repair and recombination protein RAD54-like (Homo sapiens), Q92698. hit rate 0.14% among 360,000. inhibition, % at 10.4 µM. AID 602329, 2012;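 active = mean normalized replicate activity at least 40 and at least half of replicates scoring 40 or more; inconclusive = only one of the two criteria met; inactive = mean below 40 and under half of replicates reaching 40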;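 note: 0% = median of neutral control wells and 100% = median of positive control wells; inhibitors cause a drop in the FAM fluorescence signal; in these data hits start at about 50%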
CFTR F508del cor: F508del CFTR correction, initial screen, CFBE line, single point; hit rate 0.36% among 350,000; CFBE cells, YFP halide quenching; stimulated with forskolin plus potentiator P3; % fluorescence drop versus neutral controls; activity (quench increase), % at 7.58 µM;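 active = mean added fluorescence quench of at least 8% versus neutral control, with both replicates also reaching 8%; inconclusive = only one of the mean or replicate conditions met; inactive = mean below 8% and not both replicates reaching 8%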;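 note: cells transiently co-express mutant CFTR-F508del with the halide-sensitive YFP; corrector assay measuring rescue of mutant channel to the surface after 24 h compound exposure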
* = called active by the depositor; ? = inconclusive; . = no result given; & = joins results of further samples; ! = not confirmed by another sample.

SMILES	RAD52 anneal inh	E-selectin induc	DENV2 CPE	Xi reactivation	INS-1E GSIS act	CASP6 VEID inh	RAD54 branch	CFTR F508del cor
CC1CCCN(c2ccc(C(=O)N3CCC4(CC3)OCCO4)cc2[N+](=O)[O-])C1 (configuration not stated)	-9	0.2	0	0.0	-6	0	0	-0.6
CC1CCCCC1NC(=O)CNC(=S)N1CC2CC(C1)c1cccc(=O)n1C2 (configuration not stated)	-6	.	8	0.0	9	-2	-11	0.1
O=C(c1cccc2ccccc12)C1CCCN(C2CCC2)C1 (configuration not stated)	-5	.	9	-0.1	3	6	.	0.2
O=C1c2cccc(N3CCNCC3)c2C2CCCCN12 (configuration not stated)	-28	3.3	-4	0.0	30	-3	1	-2.2
CCOC(=O)[C@]12Cc3cc4c(cc3[C@H]1N(Cc1ccccc1)C(=O)c1ccccc12)OCO4	7	-0.2	?	-0.1	-9	0	-8	-4.7
Cc1cccc(-n2c(O)c(C=NC34CN5CN(CN(C5)C3)C4)c(=O)[nH]c2=O)c1	-5	0.8	-5	0.0	-2	-1	-5	-1.7
CC(NCc1ccc(Cl)cc1)C(O)c1ccccc1 (configuration not stated)	10	.	-2	.	2	3	8	7.2
CCc1cc2c(s1)N(CC(=O)OC)C(=O)CN=C2c1ccccc1OC	-21	.	-6	0.0	30	2	.	0.0
C[C@@H]1O[C@@H](O[C@H]2C[C@@H](O)[C@]3(CO)[C@H]4[C@H](O)C[C@]5(C)[C@@H](C6COC(=O)C6)CC[C@]5(O)[C@@H]4CC[C@]3(O)C2)[C@H](O)[C@H](O)[C@H]1O (some centres not stated)	-3	0.0	-4	-0.3	.	-3	5	-1.6
O=C(Nc1ccccc1F)OC1CN2CCC1CC2 (configuration not stated)	-15	0.9	4	0.1	-23	1	-4	1.0
CN1C(=O)C(Cc2cccs2)C(=O)N(C)C1=O	-3	.	4	.	-9	.	2	-1.0
Cc1ccccc1-n1c(-c2ccc([N+](=O)[O-])cc2)nc2ccccc2c1=O	3	.	10	0.0	13	4	.	3.5
CCOC(=O)c1ccc(N=Cc2c(O)n(-c3ccc(OC)cc3)c(=S)[nH]c2=O)cc1	-184	.	6	0.2	-1	2	.	4.3
CCOP(=O)(OCC)C(O)c1ccc2c(c1)OCO2 (configuration not stated)	-10	.	-4	0.0	.	0	.	0.5
CN(C)c1ccc(/C=C/C=C2/C(=O)NC(=O)N(c3ccccc3)C2=O)cc1	-40	14	-6	0.1	.	-2	.	?
Cn1cc(C(=O)OCC(=O)NC2CCCCC2)c2ccccc21	2	.	-1	0.1	5	-2	4	0.9
O=C(O)c1ccc(Cl)nc1	-1	.	2	0.0	-5	-4	.	-0.5
CCn1c(O)c(C=Nc2ccc(S(N)(=O)=O)cc2)c(=O)n(CC)c1=S	-18	3.3	-3	-0.5	.	1	.	.
CCCC1(CC(C)C)C(=O)NC(=S)NC1=O	-8	-0.1	2	-0.1	14	0	.	-3.4
Nc1ccc(S(=O)(=O)N2CCCCC2c2cccnc2)cc1 (configuration not stated)	-22	.	12	0.0	15	1	-1	2.0
CC(=O)[C@@]1(O)CCC2C3CC=C4C[C@@H](O)CC[C@]4(C)C3CC[C@@]21C (some centres not stated)	-5	-0.4	-7	0.2	24	-3	-11	3.5
O=C(NCC1=C(c2ccc3ccccc3c2)C[C@@H]2CC[C@H]1N2Cc1ccco1)c1cccnc1	-27	-0.1	3	0.0	0	2	-6	0.2
Cc1cc(C=C2C(=O)N(C)C(=S)N(C)C2=O)c(C)n1-c1ccncc1	-86	1.4	-5	0.0	3	32	-8	-0.6
Cc1c(P(=S)(c2ccccc2)c2ccccc2)[n+]2ccccc2n1C	97*!	-0.1	73*!	0.0&0.0	-7&15	-271&0	18	0.7&-0.3
CC(C)(C)c1nc(N2CCN(C(=O)c3ccco3)CC2)c2nnn(Cc3ccccc3Cl)c2n1	-19	.	-6	.	-4	-2	1	-1.3
O=C(Cc1ccccc1)N1CCCCN2[C@@H](CO)[C@@H](c3ccc(C#CC4(O)CCCC4)cc3)[C@@H]2C1	9	-0.3	14	0.1	-12	-1	3	0.5
COC(=O)C1=C(c2cccc(OC)c2OC)C[C@@H]2CC[C@H]1N2C(=O)NCc1cccc2ccccc12	-19	0.8	?	0.0	-16	-2	1	-1.3
Cc1c(N=Nc2c(O)n(C)c(=O)n(C)c2=O)c(=O)n(-c2ccccc2)n1C	-7	-1.3	-8	0.0	.	0	.	.
Cc1nc2ccccc2c(=O)n1-c1cc([N+](=O)[O-])cc([N+](=O)[O-])c1	6	2.7	-6	0.0	4	1	3	-0.6
COC(=O)c1cc2c(s1)=NC=NP=2(N1CCOCC1)N1CCOCC1	-10	-0.4	-6	0.0	20	1	-9	-3.0
O=S(=O)(NC1CN2CCC1CC2)c1ccc(Cl)cc1 (configuration not stated)	-2	0.1	1	0.1	1	-8	2	0.5
CCC(=O)N1[C@@H]2Cn3c(ccc(-c4cccc(F)c4)c3=O)[C@H]1[C@@H](C(=O)OC)[C@@H]2CO	-17	-0.1	?	0.0	5	0	-3	-3.1
C/C=C/c1ccc(C2[C@@H]3CN(C(=O)C4CCCC4)C[C@H]2N3)cc1 (some centres not stated)	-11&22	0.0&-0.1	?	0.1&0.1	3&-6	1&2	.	2.3&-3.2
CCOC(=O)c1cccc(C2=C(CNC(=O)c3ccc([N+](=O)[O-])cc3)[C@H]3CC[C@@H](C2)N3Cc2ccccc2)c1	12	0.1	-1	0.2	-15	0	7	1.1
CCCCC1(CCC)C(=O)NC(=S)NC1=O	-2	0.5	-8	0.1	.	-2	-3	5.8
CN(C)P1(N(C)C)=Nc2c(c(N)nn2C)C(c2ccccc2)=N1	0&23	-0.1	-3&1	0.0	10	1&-4	-3	2.6&-2.2
CS(=O)(=O)CCN1CC2CCCC(C2)C1	-2	-0.1	10	0.3	1	-8	-3	-2.1
CN1/C(=C\C=C2C(=O)NC(=O)NC2=O)C(C)(C)c2ccccc21	-404	.	-3	0.0	-3	-8	.	?
C[C@]12CCC(=O)C=C1C=C[C@@H]1[C@@H]2CC[C@@]2(C)[C@H]1CC[C@@]2(O)CCC(=O)O	6	0.1	-7	0.0	.	9	-5	2.2
COc1ccc(CCN)cc1O	-6	3.1	1	0.1	4	-5	-16	-3.6
COC(=O)C1=C(c2ccc(S(C)(=O)=O)cc2)C[C@@H]2CC[C@H]1N2C(=O)NCCNC(C)=O	.	0.0	.	0.4	6	.	-11	-0.3
O=C(Cc1ccccc1)N1CCN(Cc2cccc(Cl)c2)CC1	-13	-0.1	2	0.0	1	-1	3	-1.7
Clc1ccc(NC2=NCCCS2)cc1Cl	-13	1.0	5	0.4	15	0	6	-0.1
CC=Cc1ccc2n(c1=O)C[C@H]1[C@H](CO)[C@@H](C(=O)N(C)C)[C@@H]2N1C (mixture of isomers)	-2	0.1	1	0.0	24	57*	-1	.
O=C(CCC(=O)N1CC2C[C@@H](C1)Cn1c2cccc1=O)NCCc1ccccc1F	-1	.	10	.	-1	-4	-2	-2.6
Cc1cc(S(=O)(=O)NCc2ccccc2)ccc1OCC(=O)N1CCN(C)CC1	-2	.	-5	.	3	1	-5	1.5
Cc1ccc(NC(=O)[C@@H](NC(=O)N2C[C@H]3C[C@@H](C2)c2cccc(=O)n2C3)C(C)C)cc1	0	.	10	.	-1	-2	-30	1.5
O=Cc1cn(Cc2ccccc2[N+](=O)[O-])c2ccccc12	-2	.	-11	0.0	0	0	-2	0.7
OC(CN1CCCCC1)c1c[nH]c2ccccc12 (configuration not stated)	-14	.	3	0.1	3	-5	10	-4.1
CC1OC(OC2CC(O)C3(CO)C4C(O)CC5(C)C(C6=CC(=O)OC6)CCC5(O)C4CCC3(O)C2)C(O)C(O)C1O (configuration not stated)	-4	.	18	.	.	3	6	15*
C[C@]1(O)CC[C@H]2[C@@H]3CCC4=CC(=O)CC[C@]4(C)[C@@]3(F)[C@@H](O)C[C@@]21C	-9	.	-19	.	80*	-3	-10	1.6
O=C1C2CC=CCC2C(=O)N1SC(Cl)(Cl)Cl (configuration not stated)	-11	.	-14	.	1	0	.	-4.7
O=C(Cc1cccnc1)N1CCCCN2[C@H](CO)[C@H](c3ccc(C#CC4CC4)cc3)[C@@H]2C1	20	.	-9	.	.	-1	-12	0.2
Cc1ccc(-n2c(O)c(C=NCc3ccccn3)c(=O)[nH]c2=S)cc1	-6	0.1	0	0.0	-3	2	.	-1.4
Cc1ccc(CN2CCC3CCC(C3)C2)c(O)c1 (configuration not stated)	9	0.3	2	0.1	.	-3	-21	3.2
O=C1NC(=O)C(CCc2ccncc2)(Cc2ccc([N+](=O)[O-])cc2)C(=O)N1	-9	.	0	0.4	.	-1	.	.
CC(=O)C1CCC2C3C(N4CC4)CC4=CC(=O)CCC4(C)C3CCC12C (configuration not stated)	-48	0.0	1	0.0	.	-7	.	-1.4
COC(=O)[C@H]1[C@H](CO)[C@H]2Cn3c(ccc(C4=CCCCC4)c3=O)[C@@H]1N2C(=O)Cc1ccccn1	-2	0.2	7	0.5	11	-2	-3	-0.3
C=CCn1c(O)c(C(CC)=Nc2ccc(NC(C)=O)cc2)c(=O)[nH]c1=O	-25	?	1	0.1	3	2	.	0.4
CCn1cc(C=C2C(=O)NC(=O)NC2=O)c2ccccc21	-244	0.0	1	0.0	0	0	-17	2.3
Going on with the list:
SMILES	RAD52 anneal inh	E-selectin induc	DENV2 CPE	Xi reactivation	INS-1E GSIS act	CASP6 VEID inh	RAD54 branch	CFTR F508del cor
C[C@]12CCC3C(CC[C@H]4C[C@@H](O)CC[C@]34C)C1C[C@@H](O)C2=O (some centres not stated)	-11	0.0	?	0.2	.	-3	-5	3.0
O=C(Cc1cccnc1)N1CCCCN2[C@H](C1)[C@@H](c1ccc(C#CC3CC3)cc1)[C@@H]2CO	1	.	-3	.	.	1	-15	0.1
COC(=O)[C@H]1[C@H](CO)[C@H]2Cn3c(ccc(-c4cccc(OC)c4)c3=O)[C@@H]1N2C(=O)c1cnccn1	1	-0.1	19	0.1	0	2	5	1.6
CCOC(=O)C1(CCc2ccccc2)CCN(Cc2cccc3c2OCO3)CC1	10	9.2	9	0.0	-22	0	.	1.9
CCN(CC)C(=O)c1ccc(NC(=O)c2c(C)noc2C)cc1	-13	.	11	0.1	-3	-1	1	-0.6
C=CCC1([C@@H](C)CCC)C(=O)NC(=O)NC1=O	-8	.	?	.	0	8	-14	-0.9
COc1cc2oc(=O)c(CC(=O)N3C[C@H]4C[C@@H](C3)c3cccc(=O)n3C4)c(C)c2cc1Cl	-4	.	?	.	10	2	-4	-0.6
OC12ONC(c3ccccn3)C1N1CCC2CC1 (configuration not stated)	80*	-6.3	1	0.2	12	-123	19	-2.1
COP(=O)(OC)C(NC(=O)c1ccc(C)cc1)C(Cl)(Cl)Cl (configuration not stated)	-4	.	-5	0.0	3	-3	.	-3.3
O=c1cccc2n1C[C@H]1C[C@@H]2CN2CCCC[C@@H]12	-6	0.0	.	-0.2	11	4	-5	-2.5

Source: PubChem

Some of the compounds tested (hit frequency here may not be typical).
